# High-throughput results: PubChem, several laboratories
# GDH-TPI counter: counter-screen for M. tuberculosis FBA inhibitors: GDH-TPI coupled enzymes. GDH-TPI coupled enzyme counterscreen, NADH absorbance. inhibition, % at 4.8 µM. 360,000 compounds, 1.2% hits;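 further: 0% = DMSO wells and 100% = wells lacking the enzyme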
# Rv3671c inh: inhibits the M. tuberculosis serine protease Rv3671c; P9WHR9; inhibition, % at 5.96 µM; 320,000 compounds, 0.048% hits; in the data active means inhibition above about 38%;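 further: extracellular domain of Rv3671c used as enzyme; 0% = enzyme with DMSO and 100% = no enzyme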
# Target sequence (P9WHR9 whole entry, looked up, the tested form may be a part): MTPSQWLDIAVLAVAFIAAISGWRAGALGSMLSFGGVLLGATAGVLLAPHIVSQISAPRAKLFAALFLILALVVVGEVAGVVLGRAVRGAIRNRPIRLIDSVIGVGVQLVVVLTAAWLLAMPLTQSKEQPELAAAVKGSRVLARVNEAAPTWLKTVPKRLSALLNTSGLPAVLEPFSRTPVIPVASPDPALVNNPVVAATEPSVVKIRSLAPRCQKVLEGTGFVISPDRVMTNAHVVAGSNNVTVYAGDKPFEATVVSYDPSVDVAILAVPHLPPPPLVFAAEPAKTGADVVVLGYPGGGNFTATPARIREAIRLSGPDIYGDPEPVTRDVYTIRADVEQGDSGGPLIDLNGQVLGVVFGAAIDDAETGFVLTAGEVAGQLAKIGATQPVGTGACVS
# FadD28 FP inh: blocks FadD28 binding to the bisubstrate probe; fluorescence polarization; inhibition, % at 12.5 µM; 360,000 compounds, 0.22% hits; AID 588549; in the data active means inhibition above about 8.5%, passing the limit was not always enough; inconclusive means no clear call, values can overlap the other calls
# CCHFV vOTU inh: CCHFV vOTU protease inhibition; inhibition, % at 11.5 µM; Pep-AMC fluorescence; 370,000 compounds, 0.55% hits; further: 0% = vehicle wells with enzyme and 100% = no enzyme wells
# UGM FP inh: inhibitors of M. tuberculosis UDP-galactopyranose mutase; AID 504406; inhibition, % at 10 µM; P9WIQ1; 320,000 compounds, 0.06% hits; purified UGM, fluorescence polarization probe displacement; in the data active means inhibition above about 10%, passing the limit was not always enough; inconclusive means no clear call, values can overlap the other calls
# Target sequence (P9WIQ1 whole entry, looked up): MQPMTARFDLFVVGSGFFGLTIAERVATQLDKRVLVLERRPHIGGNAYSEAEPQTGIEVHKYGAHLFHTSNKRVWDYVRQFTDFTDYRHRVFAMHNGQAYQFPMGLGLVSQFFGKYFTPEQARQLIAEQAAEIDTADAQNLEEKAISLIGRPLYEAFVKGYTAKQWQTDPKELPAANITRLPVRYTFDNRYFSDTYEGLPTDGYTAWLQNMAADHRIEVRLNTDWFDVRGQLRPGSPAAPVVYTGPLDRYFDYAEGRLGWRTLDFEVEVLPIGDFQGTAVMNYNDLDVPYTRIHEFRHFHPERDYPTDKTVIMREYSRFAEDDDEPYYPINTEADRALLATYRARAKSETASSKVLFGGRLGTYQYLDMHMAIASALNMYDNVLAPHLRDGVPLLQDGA
# Mtb BioA inh: BioA (M. tuberculosis) enzyme inhibition | purified M. tuberculosis BioA enzyme, plate reader | inhibition, % at 9.99 µM | 360,000 compounds, 0.096% hits | AID 602481; in the data active means inhibition above about 40%; inconclusive means no clear call, values can overlap the other calls
# MazF activator: activators of E. coli MazEF toxin-antitoxin RNase; 350,000 compounds, 0.32% hits; FAM/BHQ RNA-DNA oligo cleavage fluorescence, 5 h; P0AE70; AID 504720; activation, % at 20 µM; in the data active means activation above about 50%
# VHR inh abs: inhibitors of human VHR1 phosphatase (DUSP3). P51452. recombinant VHR phosphatase, pNPP absorbance. inhibition, % at 13.3 µM. 290,000 compounds, 0.52% hits. AID 1654; in the data active means inhibition above about 50%; further: some compounds called inactive have numbers as strong as hits
# Target sequence (P51452 whole entry, looked up): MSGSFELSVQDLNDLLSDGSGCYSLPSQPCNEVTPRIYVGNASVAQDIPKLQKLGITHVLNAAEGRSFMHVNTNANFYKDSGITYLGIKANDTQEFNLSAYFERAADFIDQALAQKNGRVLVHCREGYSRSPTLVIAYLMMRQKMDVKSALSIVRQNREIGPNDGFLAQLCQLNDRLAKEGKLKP
# Mtb FBA inh: inhibitors of M. tuberculosis fructose-bisphosphate aldolase; P9WQA3; purified M. tuberculosis FBA, fluorescence read-out; inhibition, % at 1 µM; 360,000 compounds, 2.3% hits; in the data active means inhibition above about 27%;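 further: 0% = vehicle and 100% = reference inhibitor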
# BoNT F protease: blocks Botulinum neurotoxin F light chain protease; Multiplex microsphere protease cleavage assay, flow cytometry; inhibition, % at 10 µM; 360,000 compounds, 0.22% hits; AID 588497; in the data active means inhibition above about 35%, passing the limit was not always enough; inconclusive means no clear call, values can overlap the other calls; further: plate controls were buffer without enzyme for full effect and enzyme alone for no effect
# Starred values were filed as active, the others as inactive; i = inactive; ? = inconclusive; nt = no result given; & = joins results of further samples. Unless noted, no stated cut-off is given here; in the data, active means inhibition above about 30%; inactive means the rest.
SMILES,GDH-TPI counter,Rv3671c inh,FadD28 FP inh,CCHFV vOTU inh,UGM FP inh,Mtb BioA inh,MazF activator,VHR inh abs,Mtb FBA inh,BoNT F protease
CC1CCN(C(=O)CN2C(=O)C(C)(C)Oc3ccc(C(=O)NC4CCCC4)cc32)CC1,-8,3,-1.5,10,-0.7,1.6,4,3,5,4
Cc1cccc(C(=O)N(CCc2ccccc2)Cc2ccccc2)c1[N+](=O)[O-],1,-3,-4.2,26,-1.6,-3.5,-7,-3,1,1
Cc1noc(C)c1S(=O)(=O)Nc1ccccc1N1CCOCC1,-3,0,-0.7,1,0.8,nt,-7,10,-7,5
Cc1ccc(NC(=O)CCC(=O)NNC(=O)C(c2ccccc2)c2ccccc2)c(C)c1,19,-7,-0.2,-8,1.6,-2.8,-4,17,4,-1
O=C(CNC(=O)c1ccccc1)OC(C(=O)c1ccccc1)c1ccccc1 (centres undefined),-1,-6,-0.8,5,2.4,nt,-3,8,-1,-2
O=C(NCc1ccccc1Cl)C1CCN(c2ncnc3c2nc2n3CCCCC2)CC1,-11,3,-4.5,7,0.9,-1.8,-4,-9,-10,8
Cc1nc2nc(SCC(=O)O)nn2c(C)c1Cc1ccccc1Cl,-4,-1,-2.1,9,-0.7,nt,2,-11,-2,-3
COc1cc(NC(=O)C2CCC(=O)N2S(=O)(=O)c2ccc(C)cc2)cc(OC)c1 (centres undefined),-5,5,nt,3,0.2,0.4,6,46,-1,7
Cc1ccc(SCc2cc(=O)[nH]c(Nc3nc(C)c4ccccc4n3)n2)cc1,14,-9,-1.8,6,0.7,nt,-106,8,1,-3
Cc1ccc(NC(=O)COC(=O)CN2C(=O)c3ccccc3C2=O)cc1S(=O)(=O)N(C)C,5,2,-1.3,-9,0.1,nt,-2,20,3,1
Cc1ccc(N(CC(=O)NCc2ccccc2Cl)S(=O)(=O)c2c(C)noc2C)cc1,4,-4,-0.1,-3,-1.4,-2.9,2,39,-2,-2
C[C@H]1CCC(=O)N([C@H](CC#N)Cc2ccccc2)CC1,4,-3,-1.3,4,0.1,-0.3,-1,13,1,-6
Cc1ccc(Nc2nc(Cl)c(C=O)s2)cc1,11,-2,-2.2,11,1.6,nt,-9,19,2,-4
Cc1ccc(S(=O)(=O)N2CCN(C(=O)Cn3nc(C)c([N+](=O)[O-])c3C)CC2)cc1,4,-2,-2.2,-3,2.5,-0.2,-34,nt,1,-8
O=C(NCc1cn2ccccc2n1)c1ccc2c(c1)OCO2,5,3,-0.5,-7,0.4,-0.1,-2,8,7,-13
N#Cc1c2c(c(-n3cnc4ccccc43)n3c1nc1ccccc13)CCC2,8,3,1.1,-6,-0.8,1.3,2,15,9,11
Cc1ccc(SCC(=O)NC(=O)NCCC(C)C)c(C)c1,10,-1,-0.6,20,2.9,-2.6,-1,20,0,0
Cc1cnc(C(=O)Oc2c(C)ccc(C)c2C)cn1,2,3,-0.9,1,1.2,nt,-39,27,4,-6
COc1cc(C=O)c(Br)cc1OCc1ccc(C)cc1,1,-5,-2.2,-3,0.4,-1.1,-5,25,0,0
C[C@@H]1CN([C@H](C)CO)C(=O)CCCn2cc(nn2)CO[C@H]1CN(C)C(=O)OCc1ccccc1,11,nt,-0.3,1,nt,-0.7&0.7,0,nt,3,-2

# Whole records from above:
# Listed for N#Cc1c2c(c(-n3cnc4ccccc43)n3c1nc1ccccc13)CCC2 → GDH-TPI counter: 8; Rv3671c inh: 3; FadD28 FP inh: 1.1; CCHFV vOTU inh: -6; UGM FP inh: -0.8; Mtb BioA inh: 1.3; MazF activator: 2; VHR inh abs: 15; Mtb FBA inh: 9; BoNT F protease: 11
# Listed for Cc1noc(C)c1S(=O)(=O)Nc1ccccc1N1CCOCC1 → GDH-TPI counter: -3; Rv3671c inh: 0; FadD28 FP inh: -0.7; CCHFV vOTU inh: 1; UGM FP inh: 0.8; Mtb BioA inh: nt; MazF activator: -7; VHR inh abs: 10; Mtb FBA inh: -7; BoNT F protease: 5

# Later entries:
SMILES,GDH-TPI counter,Rv3671c inh,FadD28 FP inh,CCHFV vOTU inh,UGM FP inh,Mtb BioA inh,MazF activator,VHR inh abs,Mtb FBA inh,BoNT F protease
Cc1ccc(-c2cc(-c3ccccc3)nc(N(C)N)n2)cc1,15,2,-1.4,-2,-0.8,-3.7,-3,-3,9,-87
Cc1nc2c(C)cccc2c2c1CCS2,13,0,0.7,1,-1.5,nt,1,16,3,nt
CN(C)C(=O)Oc1ccc2nnc3ccnn3c2c1,3,-5,-3.8,14,-0.1,2.1,-27,-2,4,17
CCOC(=O)c1c(S(=O)(=O)N2CCN(C)CC2)c(C)n(C)c1C,-6,-8,-2.0,0,-1.8,0.8,11,2,0,-2
CN(c1ccc(OCC(=O)NCc2cccnc2)cc1)S(=O)(=O)c1ccc(Cl)cc1,8,1,0.1,-3,3.2,nt,4,38,0,-3
COc1cc(CN(CC2CCCO2)C(=O)c2cccs2)cc(OC)c1OC (centres undefined),9,8,-0.5,-18,0.4,-0.4,3,7,-1,1
CCC(=O)Nc1ccc(S(=O)(=O)N2CCOCC2)cc1,6,-6,1.2,13,0.8,0.2,0,37,3,-19
COCCNc1nc(-c2cc(F)ccc2C)c2sc(-c3ccccc3)cc2n1,10,nt,-0.3,6,nt,-0.9,nt,nt,8,4
COc1cc(/C=N/NC(=O)c2c(-c3ccccc3)noc2C)ccc1O,19,0,-3.2,0,-0.4,nt,5,-20,0,-1
O=C(CSc1cccc[n+]1[O-])N1CCCCCC1,-5,1,0.5,6,-0.5,nt,5,3,2,3
Nc1cccc(Cl)c1N1CCOCC1,-4,13,-1.3,-7,-0.5,-0.5,-10,5,0,-33
CCOC(=O)NC1CCc2cc(OC)c(OC)c(OC)c2-c2ccc(SC)c(=O)cc21 (centres undefined),13,nt,-2.2,-70,nt,nt,2,nt,-2,2
O=C(/C(=C(\[O-])c1ccccc1)[n+]1ccc2ccccc2c1)c1ccc(Cl)cc1,5,-11,-1.0,-1,-1.9,nt,-5,2,3,5
O=C(Nc1ccccc1-c1nc2ccccc2s1)C1=COCCO1,5,-4,-3.3,-5,0.0,nt,4,8,1,-3
CC(C)c1ccccc1NC(=O)COC(=O)c1c2c(nc3ccccc13)CCN(Cc1ccccc1)C2,7,2,-5.8,-2,0.3,nt,-6,8,-5,-1
CC(C)(C)c1ccc(/C=C/C(=O)NC2CCS(=O)(=O)C2)cc1 (centres undefined),3,-3,-1.4,4,0.9,0.6,6,4,2,1
CC(C)Cc1nnc(NC(=O)C2=COCCO2)s1,9,-1,-0.4,0,0.2,-4.6,2,nt,3,-3
Cc1c(NC(=O)COC(=O)c2cc3c4ccccc4n(C)c3s2)c(=O)n(-c2ccccc2)n1C,20,-2,-5.4,-2,-1.0,-0.3,3,7,2,-1
C[C@@H]1C(=O)O[C@@H]2[C@H](O)C34[C@H]5C[C@@H](C(C)(C)C)C36[C@H](OC(=O)[C@@H]6O)OC4(C(=O)O5)[C@@]12O (some centres undefined),-12,-2,-1.1,-7,-0.7,-0.4,-17,1,-2,-4
CCN(CC(=O)NCc1cccs1)CC(=O)Nc1ccccc1C,6,-9,-2.1,5,1.4,-0.9,4,nt,-1,?
CC(C)(C)OC(=O)N1CCC(c2c(C(=O)NCC3CCN(C4CCCC4)C3)cnn2-c2ccc(F)cc2)CC1 (centres undefined),2,7,0.3,-10,0.7,1.1,2,3,-1,1
Cc1cc(-n2c(C)cc(C(=O)CN3C(=O)NC4(CCCC4)C3=O)c2C)no1,6,-9,0.3,-4,-0.4,-2.5,0,-4,-4,1
O=C(O)C1CCCCC1C(=O)NC1C2CC3CC(C2)CC1C3 (centres undefined),6,0,4.4,-1,2.0,-0.5,-2,-3,5,-4
Cc1cccc(CS(=O)(=O)Cc2ccc(C(=O)NCCCN3CCCC3)o2)c1,20,-14,-0.9,-6,-1.6,-5.7,-2,25,2,-5
C[C@@H]1COC(=O)[C@H](Cc2ccc(F)cc2)CC/C=C\C[C@@H](CC(=O)NCCO)C(=O)N1,-7,2,-5.8,2,-0.1,-1.0,8,nt,1,-4
O=C(N/N=C/c1ccccc1)c1n[nH]c2c1CCCC2,2,7,-0.2,-7,-1.1,-9.6,0,13,-1,5
CC(=NNC(=O)CSc1nc2ccccc2o1)c1ccco1,-10,5,-2.4,-2,3.6,-0.9,15,nt,0,-3
COc1ccc(CCNc2nc(C)nc3c2nnn3Cc2ccccc2)cc1,-3,-6,-0.8,9,1.5,-1.2,-2,2,-2,4
O=C(NCCCn1ccnc1)c1cc(S(=O)(=O)N2CCOCC2)c(Cl)cc1Cl,12,-1,0.9,4,-3.4,0.0,8,15,-2,-13
N#Cc1ccccc1NC(=O)c1ccc2c(Cl)c3c(nc2c1)CCCC3,7,-4,-2.2,-5,0.3,-0.2,-1,-8,-3,9
CCCCc1nc2ccccc2c(=O)n1NC(=O)c1c(O)c2cccc3c2n(c1=O)CC3,0,1,0.6,5,3.7,0.3,3,10,3,2
CCC(=O)N1CCc2cc(Br)cc(S(=O)(=O)NCC3CCCN3CC)c21 (centres undefined),-7,-1,-3.4,-5,-2.5,0.4,1,-2,5,1
COc1ccc([C@H]2CC(=O)C=C(c3ccc(Cl)c(Cl)c3)C2)cc1,0,-9,-0.3,3,0.5,-1.7,-2,nt,-1,-5
Cc1cccc(S(=O)(=O)CC(=O)Nc2nc(-c3ccccc3)cs2)c1,-9,-25,-3.3,11,3.3,-0.6,3,35,3,-2
Cc1ccc2[nH]c(=O)c(CN(Cc3cccnc3)Cc3nnnn3CC3CCCO3)cc2c1 (centres undefined),19,0,-2.9,0,nt,-1.9,-9,32,2,1
NC1=NC(c2cccnc2)n2c(nc3ccccc32)N1 (centres undefined),nt,-2,nt,3,-1.4,nt,0,16,nt,nt
CCOc1ccc(N2CC(C(=O)Nc3ncccc3C)CC2=O)cc1 (centres undefined),-1,-2,-2.7,7,2.1,nt,9,24,2,2
O=S(=O)(c1cccc(-c2nc3ccccc3s2)c1)N1CCOCC1,0,-4,1.6,-10,2.5,-0.4,-4,16,1,i
O=C(NC(=S)NCCc1ccccc1)c1ccccc1,-5,-14,-2.9,nt,1.6,0.8,-9,2,1,-4
COCc1cc(C)n(CC(=O)Nc2ccc3c(c2)OCO3)c(=O)c1C#N,32*,3,-2.1,5,-2.7,-2.3,-11,40,0,-2
COc1ccc(NC(=O)CN(C)C(=O)c2cc(-c3ccc(OC)cc3)nc3ccccc23)cc1,19,-25,-0.8,-38,2.6,0.6,-3,nt,35*,12
CCCCCCCCCCNC(=O)CCn1[nH]c(=O)c2ccccc2c1=O,15,-10,-0.1,-2,0.0,-1.5,4,nt,2,-13
CCN(CC)CCCNc1nc2ccccc2c2nc(-c3ccncc3)nn12,-15,2,-6.5,-2,-2.7,-0.4,-2,20,-1,-11
N/C(=N\OC(=O)CCCOc1ccccc1)c1cccc(Br)c1,-2,5,-1.0,9,2.7,nt,0,28,0,-5
CC(=NNC(=S)N1CCC1)c1ccccn1,17,nt,-1.1,6,nt,nt,10,nt,5,6
CC1(C)C(=O)CC[C@]2(C)C3C(=O)C=C4[C@H]5C[C@@](C)(C(=O)O)CC[C@]5(C)CC[C@]4(C)[C@]3(C)CC[C@@H]12 (some centres undefined),1,6,-1.8,9,0.1,-1.0,0,19,-1,-6
CCc1ccc(-n2c(O)c(/C=N/N3CCCCC3c3cccnc3)c(=O)[nH]c2=O)cc1 (centres undefined),6,0,-0.8,-4,-0.7,nt,3,18,-4,-9
O=C(N/N=C/c1c(O)n(C2CC2)c(=S)[nH]c1=O)c1ccccc1,26,1,-2.9,15,0.2,-1.5,3,2,-1,-12
